Screening data (PubChem BioAssay)
STEP block – inhibitors of human striatal-enriched phosphatase STEP | recombinant STEP, OMFP fluorogenic substrate, fluorescence | inhibition, % at 20 µM | 360,000 tested, 0.25% active | AID 588621;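 active = inhibition at 20 µM, scaled per plate between control wells, above about 37%, limit read from the data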;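 note: 0% = DMSO with enzyme and substrate and 100% = substrate only without enzyme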
Target sequence (P54829 whole entry, looked up): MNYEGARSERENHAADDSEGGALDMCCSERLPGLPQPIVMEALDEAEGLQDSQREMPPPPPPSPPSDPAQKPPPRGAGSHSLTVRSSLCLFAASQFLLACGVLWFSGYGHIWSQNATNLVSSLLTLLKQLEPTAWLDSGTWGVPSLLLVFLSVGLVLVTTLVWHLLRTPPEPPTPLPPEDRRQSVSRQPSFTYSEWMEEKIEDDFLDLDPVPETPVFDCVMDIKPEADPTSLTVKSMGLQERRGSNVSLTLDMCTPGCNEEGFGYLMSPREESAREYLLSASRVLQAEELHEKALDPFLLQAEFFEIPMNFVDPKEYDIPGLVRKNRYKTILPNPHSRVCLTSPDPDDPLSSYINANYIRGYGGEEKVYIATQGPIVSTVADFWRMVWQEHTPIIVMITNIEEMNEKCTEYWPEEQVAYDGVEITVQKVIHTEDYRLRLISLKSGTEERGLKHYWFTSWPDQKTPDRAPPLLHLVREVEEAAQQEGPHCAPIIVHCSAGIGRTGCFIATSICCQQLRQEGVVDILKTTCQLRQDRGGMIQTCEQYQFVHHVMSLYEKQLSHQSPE
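material = STEP tyrosine phosphatase | reagent = fluorogenic phosphatase substrate OMFP at 25 µM final | doses = single compound dose of 20 µM, 1% DMSO final | schedule = 20 min reaction, room temperature, in the dark | measured by = fluorescence, 480/540 nm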
Scp1 inh – Scp-1 (human) phosphatase inhibition; Recombinant Scp1, phosphopeptide, malachite green phosphate absorbance; inhibition, % at 20 µM; 340,000 tested, 0.88% active; AID 493091;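 active = inhibition above about 50% at 20 µM, limit read from the data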;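 note: plate controls were DMSO wells with enzyme for no effect and wells lacking enzyme for full effect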
Target sequence (Q9GZU7 76-261 limits assumed): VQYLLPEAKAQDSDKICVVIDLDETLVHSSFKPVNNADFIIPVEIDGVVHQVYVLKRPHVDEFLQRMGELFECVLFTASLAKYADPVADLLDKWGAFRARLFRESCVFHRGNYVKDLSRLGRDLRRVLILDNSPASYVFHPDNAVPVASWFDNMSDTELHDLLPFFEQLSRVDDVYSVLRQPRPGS
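Material – SCP-1 phosphatase catalytic domain, residues 76-261 · Buffer or medium – Acidic Tris acetate buffer with magnesium and detergent · Also added – Phospho 17-mer peptide substrate · Compound – single 20 µM dose, 1% DMSO · Times – 45 min room-temperature reaction, 5 min colour, 30 min stabiliser · Technique – Phosphate-binding colour reagent, absorbance read at 630 nm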
LMPTP inh – blocks human LMPTP phosphatase; recombinant LMPTP-A, OMFP fluorogenic substrate, fluorescence intensity; inhibition, % at 20 µM; 360,000 tested, 0.22% active;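 active = compounds that cut the enzyme signal by at least half of the control window in the single-dose screen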;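 note: plate controls were DMSO wells with enzyme plus substrate for no effect and substrate without enzyme for full effect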
Target sequence (P24666 whole entry, looked up): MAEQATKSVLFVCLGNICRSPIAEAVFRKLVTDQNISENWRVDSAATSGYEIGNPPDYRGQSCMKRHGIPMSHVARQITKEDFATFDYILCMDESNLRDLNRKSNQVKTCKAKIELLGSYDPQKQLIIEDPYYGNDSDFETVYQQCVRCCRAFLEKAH
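test system = LMPTP-A | amount = 0.625 nM LMPTP-A final | reagent = fluorogenic phosphatase substrate OMFP at 400 µM final | incubation = 50 min at room temperature | benchmarks = no-enzyme low control, uninhibited high control | medium = Bis-Tris pH 6.0, DTT, detergent | signal = fluorescence intensity of OMFP turnover product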
NRP1-CendR mod – modulators of CendR peptide binding to human neuropilin-1; O14786; FAM-RPARPAR peptide binding to NRP-1, fluorescence polarization; inhibition, % at 25 µM; 360,000 tested, 0.85% active; AID 602438;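 active = inhibition or corrected inhibition above about 18%, plus a signal ratio from 0.5 to 1.5, limit read from the data, passing the limit was not always enough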; note: strong numbers were not always called active
SUMO1 PPI mod – alters human SUMO1 binding to SIM partners; AID 602429; SUMO1 binding to a labelled peptide, TR-FRET, 1 h; 360,000 tested, 0.33% active; inhibition, % at 20 µM; in the data active = inhibition above about 37%
Target sequence (P63165 whole entry, looked up): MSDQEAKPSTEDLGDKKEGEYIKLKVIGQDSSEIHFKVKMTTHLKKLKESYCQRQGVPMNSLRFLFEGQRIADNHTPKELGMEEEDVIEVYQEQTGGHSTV
eLon inh – E. coli protease La inhibition; inhibition, % at 7.94 µM; AID 602123; P0A9M0; purified E. coli Lon protease, fluorescence polarization; 360,000 tested, 0.42% active; in the data active = inhibition above about 13%, passing the limit was not always enough;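 note: 0% = enzyme with probe and DMSO and 100% = no enzyme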
TbMetRS inhib – Trypanosoma brucei MetRS inhibition; 360,000 tested, 0.4% active; inhibition, % at 11.9 µM; purified T. brucei MetRS, ATP depletion, Kinase-Glo luminescence;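 active = inhibition above a per-plate cutoff of the control wells' mean inhibition plus 3 SD, cut at about 5.5% in these data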;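 note: 0% = DMSO wells median and 100% = median of wells with control inhibitor compound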
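Dosing: 11.9 µM single point; system: parasite MetRS enzyme; technique: luminescence of leftover ATP; times: 15 min enzyme-compound preincubation, 2 h reaction, 10 min detection, 25 °C; replicates: each compound tested once; read-out basis: percent inhibition relative to median high and low control wells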
DNMT1 inh – inhibitors of human DNMT1 | P26358 | DNMT1 molecular beacon, Hinp1I cleavage, fluorescence | inhibition (reported as % activation of signal), % at 10 µM | 360,000 tested, 0.83% active; in the data active = inhibition above about 50%
bovine MsrA act – activates bovine MsrA enzyme; purified bovine MsrA, absorbance read-out; activation, % at 10.6 µM; 360,000 tested, 0.3% active; in the data active = activation above about 7.5%;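 note: 0% = vehicle and 100% = reference activator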
MsrA inh – inhibitors of bovine MsrA | purified bovine MsrA, absorbance read-out | inhibition, % at 15.5 µM | 360,000 tested, 0.75% active | AID 651718; in the data active = inhibition above about 4.5%;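 note: 0% = vehicle wells with enzyme and 100% = reference inhibitor wells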
The depositor's hits bear a star; . = no result given. No enrichment for hits; 4.3% or so of the library scored in one or more.

SMILES | STEP block | Scp1 inh | LMPTP inh | NRP1-CendR mod | SUMO1 PPI mod | eLon inh | TbMetRS inhib | DNMT1 inh | bovine MsrA act | MsrA inh
Cc1nc(-c2cn[nH]c2-c2ccc(O)cc2O)cs1 | -1 | -4 | -1.3 | 15 | -4 | -2 | -0.4 | 4 | 1 | -1.6
CC(NCc1cc(Br)ccc1OCC(=O)NCc1ccccc1)c1ccccc1 (centres undefined) | -3 | 5 | 1.1 | 3 | -1 | 0 | -0.1 | -1 | -2 | -0.2
CC(=O)Nc1cccc(Oc2nc(NCC3CC3)nc3ccsc23)c1 | -3 | . | 0.3 | -5 | 3 | -2 | 0.0 | -8 | -1 | -1.0
CCN(Cc1cnn(C)c1)Cc1nc(C2(c3ccc(C)cc3)CCCC2)no1 | -1 | -7 | -0.1 | 4 | -1 | 4 | -0.3 | 3 | -2 | -0.5
CC(C)(C)c1cc(NC(=O)COc2ccc(Br)cc2)n(-c2ccccc2)n1 | 0 | -6 | 2.1 | -3 | -1 | -9 | -1.4 | -4 | -4 | -1.4
O=C(CCS(=O)(=O)c1cccc2nsnc12)NCc1ccccc1Cl | 3 | 3 | -0.4 | 5 | -26 | -11 | -1.5 | 2 | -10 | 1.5
CC(C)(O)C1Cc2cc(/C=C/C(=O)O)c(O)cc2O1 (centres undefined) | 1 | 95* | 1.1 | 4 | -3 | -5 | 0.0 | 22 | -7 | 2.1
O=C(Nc1ccc2c(c1)OCCO2)C1CCCN1C(=O)Nc1ccc(F)cc1 (centres undefined) | 1 | -7 | -1.4 | -7 | -4 | -8 | -0.2 | 1 | -2 | 0.4
OC12CC3C[C@H](C1)C(N1CCOCC1)[C@@H](C3)C2 (some centres undefined) | -1 | -6 | -2.2 | 14 | 2 | 1 | -0.2 | 0 | -1 | 0.2
Cc1cc(C(=O)NNC(=O)C2CCCC2)c(C)o1 | 0 | -4 | -2.4 | 13 | 0 | -2 | -0.1 | -1 | -1 | -1.5
COC(=O)c1nc2nc(C)cc(C(F)(F)F)n2n1 | -2 | 1 | -2.5 | 2 | 0 | 2 | 0.8 | 2 | -2 | -0.4
CCCCOC(=O)C1=C(C)NC(=O)NC1c1ccc(N(C)C)cc1 (centres undefined) | 0 | -4 | 1.6 | 5 | 0 | 1 | -1.1 | -1 | -3 | 1.3
CN(C)CCNC(=O)/C=N/O | -4 | -3 | -5.3 | 0 | 2 | -5 | -0.5 | 2 | -4 | 0.1
Clc1ccc(-c2cc(CSc3cccc(Cl)c3)on2)cc1 | 5 | -14 | 3.1 | 4 | -3 | 4 | -0.3 | 1 | -11 | -0.1
COc1ccc(-c2cc3nc(-c4ccccc4)cc(N4CCN(C(C)=O)CC4)n3n2)cc1 | 2 | . | 2.9 | 7 | 2 | -1 | -0.8 | -5 | -5 | 0.7
CCCc1cc(=O)[nH]c(SCC(=O)NC2(C#N)CCCCC2)n1 | -2 | -3 | -0.4 | -5 | -2 | 4 | -0.3 | 0 | 0 | 0.2
O=C(O)c1cc(N/N=C/c2ccncc2)ccc1Cl | -2 | 2 | -0.1 | -6 | -18 | -18 | -0.1 | -1 | -3 | 3.5
COc1ccc(/C=C/C(=O)c2ccc(OC)cc2OC)c(OC)c1 | 1 | 1 | 2.5 | 3 | -9 | -1 | -2.0 | -10 | -7 | 2.8
CCC(C)(C(=O)NC1CCCCC1)N(Cc1ccco1)C(=O)CNC(=O)c1ccccc1 (centres undefined) | 1 | -4 | -0.1 | 4 | -2 | -12 | -0.7 | -2 | -9 | -0.8
C=C(C)c1cccc(C(C)(C)NC(=O)NCCN(CC)CC)c1 | 3 | -1 | -0.6 | -16 | -2 | -6 | -0.6 | -1 | -7 | -1.3
COc1ccccc1NC(=O)NC1(C(=O)N2CCN(C)CC2)CCCCC1 | 0 | -8 | -1.0 | 14 | 5 | 6 | -0.3 | 1 | -2 | 0.7
COc1ccc(N2CCCn3c2nc2c3c(=O)n(Cc3ccc(C)cc3)c(=O)n2C)c(OC)c1 | 0 | -12 | 1.3 | 7 | 0 | -8 | 0.3 | -1 | -2 | 0.6
O=C(CSc1ccc([N+](=O)[O-])cc1)NCC1CCCCC1 | -2 | -6 | 0.4 | 26* | -21 | -2 | -0.1 | 1 | 3 | 0.9
CCn1c(=O)c2c(nc(SCC(=O)N3CCCC(C)C3)n2C)n(C)c1=O (centres undefined) | -3 | -4 | -1.3 | 1 | 0 | -1 | 0.1 | 1 | -2 | -0.4
COc1ccccc1CN1C(=O)[C@@H]2C(CCC(N)=O)NC3(C(=O)Nc4c3ccc(Cl)c4C)[C@@H]2C1=O (some centres undefined) | -1 | 0 | 0.0 | -7 | 2 | -2 | -0.6 | -4 | 1 | -1.0
COc1ccc(C(=O)C2CCCN(C(=O)c3cccnc3SC)C2)c(C)c1 (centres undefined) | -4 | -1 | -0.7 | -15 | 3 | 4 | -1.1 | -2 | -8 | -0.4
Cc1ccc(NC(=O)C(=S)NCc2ccco2)cc1 | 8 | -16 | 1.3 | -12 | 2 | -2 | -0.4 | -2 | -3 | -0.1
CCOc1ccc(/C=N/NC(N)=S)cc1 | -3 | 9 | -1.5 | -6 | -4 | -4 | 0.1 | 3 | -2 | 3.4
COc1ccc(OC)cc1 | -3 | 1 | -0.3 | 8 | 1 | 4 | -2.2 | 0 | -8 | -1.0
CC(C)c1cc(C(C)C)c(S(=O)(=O)NC(c2ccccn2)C23CC2C3)c(C(C)C)c1 (centres undefined) | . | . | -0.2 | -20 | 21 | -1 | -1.4 | . | -6 | 0.1
Cc1ccccc1N=C(c1ccccc1)C1C(=O)c2ccccc2C1=O | 2 | . | 3.6 | 6 | -7 | -9 | -0.5 | -6 | -4 | -0.2
O=C(CCCCCn1c(=O)[nH]c2ccsc2c1=O)N1CCCCC1 | 0 | 2 | 4.4 | 2 | 2 | 1 | 0.3 | 0 | -1 | 0.5
O=C(COC(=O)c1ccc(Br)o1)Nc1ccc(F)cc1[N+](=O)[O-] | -2 | -13 | -0.3 | 8 | -31 | -6 | 0.0 | 6 | -2 | 0.6
O=C(O)c1ccc(C(=O)c2cc([N+](=O)[O-])cc([N+](=O)[O-])c2)cc1 | -3 | -10 | -2.5 | 14 | -18 | -3 | -0.2 | 1 | -1 | 0.7
CCN(c1ccccc1)S(=O)(=O)c1ccc(Cl)c(NC(=O)COC(=O)c2cccc(OC)c2O)c1 | -1 | -8 | 2.3 | -15 | -3 | -10 | -0.2 | 10 | -2 | 1.1
S=C(NCc1ccc2c(c1)OCO2)NCc1ccc2c(c1)OCO2 | -3 | 3 | -0.1 | 9 | 1 | -9 | 0.0 | -1 | -3 | 0.4
O=[N+]([O-])c1ccc(S(=O)(=O)Nc2nnc(C3CCCCC3)s2)cc1 | 0 | -9 | 0.5 | 9 | -13 | -1 | -0.1 | 3 | -3 | -0.1
O=C1c2ccccc2C(=O)C1c1ccc2ccccc2n1 | 1 | -5 | 0.4 | -7 | 24 | -5 | -1.4 | 21 | -8 | 0.3
Cc1nc(NS(=O)(=O)c2ccccc2)sc1C(=O)NNS(=O)(=O)c1ccccc1 | -1 | -3 | -0.9 | -1 | 6 | -6 | 0.0 | -1 | -6 | 1.9
O=C(Cn1c2ccccc2c2nc3n(c(=O)c21)CCS3)Nc1ccccc1 | -2 | -7 | 0.5 | -4 | -9 | -8 | 0.0 | 2 | -6 | 1.1

Five entries from above in another layout.
compound	STEP block	Scp1 inh	LMPTP inh	NRP1-CendR mod	SUMO1 PPI mod	eLon inh	TbMetRS inhib	DNMT1 inh	bovine MsrA act	MsrA inh
COc1ccccc1CN1C(=O)[C@@H]2C(CCC(N)=O)NC3(C(=O)Nc4c3ccc(Cl)c4C)[C@@H]2C1=O (some centres undefined)	-1	0	0.0	-7	2	-2	-0.6	-4	1	-1.0
O=C(CCCCCn1c(=O)[nH]c2ccsc2c1=O)N1CCCCC1	0	2	4.4	2	2	1	0.3	0	-1	0.5
S=C(NCc1ccc2c(c1)OCO2)NCc1ccc2c(c1)OCO2	-3	3	-0.1	9	1	-9	0.0	-1	-3	0.4
O=[N+]([O-])c1ccc(S(=O)(=O)Nc2nnc(C3CCCCC3)s2)cc1	0	-9	0.5	9	-13	-1	-0.1	3	-3	-0.1
O=C(COC(=O)c1ccc(Br)o1)Nc1ccc(F)cc1[N+](=O)[O-]	-2	-13	-0.3	8	-31	-6	0.0	6	-2	0.6

Next section.
SMILES | STEP block | Scp1 inh | LMPTP inh | NRP1-CendR mod | SUMO1 PPI mod | eLon inh | TbMetRS inhib | DNMT1 inh | bovine MsrA act | MsrA inh
CCCn1nnnc1NCc1ccccc1F | 0 | 11 | -0.3 | -2 | 4 | 8 | -1.5 | 1 | -5 | 1.1
O=C(Nc1cc(S(=O)(=O)N2CCOCC2)ccc1N1CCOCC1)c1cc2c(s1)CCC2 | 1 | -7 | -0.8 | -8 | -1 | 1 | 0.7 | -3 | -4 | 0.8
COc1ccc(N(C(C)C(=O)N/N=C/c2cc(Br)c(C)o2)S(C)(=O)=O)cc1 (centres undefined) | -4 | 1 | -0.8 | -7 | -8 | -5 | -0.1 | 1 | -4 | 0.4
O=C(Cc1ccc(NC(=O)C2CCN(C(=O)C3CCCCC3)CC2)cc1)Nc1cccc(C(=O)N2CCCCC2)c1 | 0 | 0 | -1.6 | 9 | 2 | -10 | 0.2 | 0 | -4 | 1.1
CS(=O)(=O)N1CCC(Oc2ccccc2C(=O)NC(C2CC2)C2CC2)CC1 | -2 | 0 | -1.5 | 6 | 40* | -9 | -0.6 | 5 | -7 | 0.6
CCn1c(O)c(/C=C2\C=NN=C2c2ccc(C)cc2)sc1=S | 2 | -5 | -0.9 | -16 | -1 | -2 | -0.4 | 5 | -4 | -0.5
CCOC(=O)C1=NNC(=O)C1 | 2 | -5 | 0.0 | -5 | 3 | -8 | -0.1 | 0 | 0 | -0.6
CCn1ncc(NC(=O)Nc2cccc(C(F)(F)F)c2)c1C(N)=O | 0 | -4 | -0.4 | -3 | 1 | -2 | 0.0 | 0 | -5 | -0.7
O=C(CN1CCCCCC1)N/N=C/c1ccc(Cl)c(Cl)c1 | 0 | -8 | -0.7 | 8 | -4 | -2 | 0.0 | -2 | -3 | -1.3
O=C(COC(=O)/C=C/c1cccc([N+](=O)[O-])c1)Nc1cccnc1Cl | 4 | -3 | -2.3 | 16 | -22 | -1 | -0.2 | 4 | -1 | -1.4
O=C(Nc1nnc(C2=COCCO2)o1)c1ccc(Br)cc1 | 3 | . | -1.5 | 4 | 5 | 3 | -0.5 | -1 | -2 | 1.9
CCN(CC)CCNC(=O)CCc1c(C)nc2c(c(C)nn2-c2ccc(C)cc2)c1C | -1 | -10 | 0.1 | 10 | -3 | 2 | -0.2 | 2 | 0 | -0.3
N#Cc1c(N2CCCC2)nsc1-c1ccccc1 | 0 | 3 | 1.5 | 1 | -24 | -3 | -1.0 | 2 | 0 | .
